# Neddylation inh: blocks human cullin neddylation. TR-FRET cullin neddylation, biochemical. calls only at 25 µM. actives 0.58% (n = 360,000). AID 651699; in the data active means inhibition above about 36%
# CSN inh: blocks human CSN-mediated cullin deneddylation. Purified CSN, SCF-Nedd8-OG deneddylation, fluorescence polarization. inhibition, % at 12.5 µM. actives 0.38% (n = 360,000). AID 651999;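 active means pattern-corrected inhibition above about 35%, with an unprinted fluorescence ratio check between 0.5 and 1.5, limit read from the data, passing the limit was not always enough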;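 further: 0% = enzyme with substrate and 100% = substrate without enzyme; some results filed as inactive read as strong as hits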
#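 Assay system: purified human Csn5 enzyme expressed in HEK293T cells; measure: % inhibition; also added: SCFSkp2-Nedd8OG substrate at 10 nM final; technique: fluorescence polarization; times: reaction 90 min, room temperature; medium: Tris buffer pH 7.5, NaCl, DTT, Tween-20, trehalose, ovalbumin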
# Tb MetRS inh: blocks T. brucei methionyl-tRNA synthetase activity. inhibition, % at 11.9 µM. AID 624268. actives 0.4% (n = 360,000). purified T. brucei MetRS, ATP depletion, Kinase-Glo luminescence;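 active means inhibition above a per-plate cutoff of the control wells' mean inhibition plus 3 SD, cut at about 5.5% in these data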;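 further: 0% = DMSO wells median and 100% = median of wells with control inhibitor compound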
#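 Material: parasite MetRS enzyme / Replication: singlicate, one well per compound / Signal: luminescence of leftover ATP / Schedule: 2 h aminoacylation at 25 °C after 15 min preincubation / Medium: HEPES-MgCl2-KCl buffer plus DTT, spermine, BSA, pyrophosphatase / Doses: 11.9 µM single point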
# MsrA inh: bovine MsrA inhibition; inhibition, % at 15.5 µM; purified bovine MsrA, absorbance read-out; actives 0.75% (n = 360,000); AID 651718; in the data active means inhibition above about 4.5%;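 further: 0% = vehicle wells with enzyme and 100% = reference inhibitor wells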
# MsrA act: activators of bovine methionine sulfoxide reductase A; purified bovine MsrA, absorbance read-out; activation, % at 10.6 µM; actives 0.3% (n = 360,000); AID 602163; in the data active means activation above about 7.5%;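 further: 0% = vehicle and 100% = reference activator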
# Rin1-Abl PPI inh: inhibitors of human Rin1-Abl protein interaction; P00519+Q13671; TR-FRET Rin1/Abl binding, biochemical; inhibition, % at 7.35 µM; actives 0.4% (n = 360,000); AID 588664; in the data active means inhibition above about 5%, passing the limit was not always enough
# FAS-TE inh: inhibitors of human fatty acid synthase thioesterase domain; recombinant FAS-TE, OMFH fluorogenic substrate, fluorescence endpoint; AID 602261; P49327; actives 0.67% (n = 360,000); inhibition, % at 15 µM;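 active means compounds whose normalised, plate-corrected inhibition of enzyme fluorescence in the single-dose primary screen is 50% or more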;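 further: 0% = DMSO with enzyme and 100% = substrate without enzyme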
# MLLE-PAM2 inh: inhibitors of microRNA-mediated deadenylation, human PABP1 MLLE binding; GST-MLLE / FITC-PAM2 fluorescence polarization; inhibition, % at 20 µM; actives 0.36% (n = 360,000); in the data active means inhibition above about 35%, passing the limit was not always enough;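 further: plate controls were DMSO wells with GST-MLLE for no effect and wells lacking GST-MLLE protein for full effect; some results filed as inactive read as strong as hits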
# E coli Lon inh: inhibitors of E. coli Lon protease; purified E. coli Lon protease, fluorescence polarization; inhibition, % at 7.94 µM; actives 0.42% (n = 360,000); in the data active means inhibition above about 13%, passing the limit was not always enough;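 further: 0% = enzyme with probe and DMSO and 100% = no enzyme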
# Target sequence (P0A9M0 whole entry, looked up): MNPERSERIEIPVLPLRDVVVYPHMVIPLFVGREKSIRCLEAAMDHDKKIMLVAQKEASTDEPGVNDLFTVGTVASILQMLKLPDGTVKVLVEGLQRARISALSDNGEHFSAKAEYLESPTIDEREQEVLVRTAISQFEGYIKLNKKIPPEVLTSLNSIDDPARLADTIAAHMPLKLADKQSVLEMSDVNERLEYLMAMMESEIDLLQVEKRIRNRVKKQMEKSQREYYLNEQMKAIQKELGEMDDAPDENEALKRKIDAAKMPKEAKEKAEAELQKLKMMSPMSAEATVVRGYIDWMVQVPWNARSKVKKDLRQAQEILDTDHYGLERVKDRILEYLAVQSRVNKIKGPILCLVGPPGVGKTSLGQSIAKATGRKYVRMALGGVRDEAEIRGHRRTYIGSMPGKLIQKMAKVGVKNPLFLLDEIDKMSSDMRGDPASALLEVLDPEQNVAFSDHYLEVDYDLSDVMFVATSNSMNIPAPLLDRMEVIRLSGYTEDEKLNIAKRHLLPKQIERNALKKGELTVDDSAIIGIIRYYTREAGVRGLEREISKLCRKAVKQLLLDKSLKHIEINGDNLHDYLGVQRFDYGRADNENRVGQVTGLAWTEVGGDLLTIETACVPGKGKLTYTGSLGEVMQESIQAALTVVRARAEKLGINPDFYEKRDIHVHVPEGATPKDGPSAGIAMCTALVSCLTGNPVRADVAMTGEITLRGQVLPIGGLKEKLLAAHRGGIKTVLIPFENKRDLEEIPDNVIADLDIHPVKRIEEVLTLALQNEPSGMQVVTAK
# * hit, by the source's call; i = inactive; · = no result given.
smiles,Neddylation inh,CSN inh,Tb MetRS inh,MsrA inh,MsrA act,Rin1-Abl PPI inh,FAS-TE inh,MLLE-PAM2 inh,E coli Lon inh
Cc1ccsc1C(=O)C1CCCN(Cc2cnn(C(C)C)c2)C1 (configuration not stated),i,-3,-0.2,-0.8,-5,0,-8,3,-10
CN1CCN2c3ccccc3CC3(C(=O)N(C)C(=O)N(C)C3=O)C2C1 (configuration not stated),i,-1,0.1,-1.3,-6,-2,-4,-1,-3
CC(C)(Cl)[N+](=O)[O-],i,0,-0.9,0.4,2,0,-1,6,-4
CCC(c1ccc(C)cc1)N1C(=O)C2C3CCC(O3)C2C1=O (configuration not stated),i,-2,-0.5,-1.4,-11,1,-2,5,-4
C[C@]12CC[C@H]3C(CCC4(O)CC(O)CC[C@]34C=O)C1=CC[C@H]2c1ccc(=O)oc1 (some centres not stated),i,5,-0.1,-0.1,0,-3,-3,-2,-4
CCOc1ccccc1CNCCc1ccc2c(c1)OCO2,i,-7,-0.1,-0.6,-2,2,-5,-3,-4
CCOC(=O)[C@]12Cc3cc(Cl)ccc3[C@H]1N(C)C(=O)c1cc(OC)ccc12,i,2,-1.6,1.4,-10,·,27,·,10
C/C=C1/CN2C3CC1C(CO)(C(=O)OC)C2Cc1c3n(C)c2ccccc12 (configuration not stated),i,-3,0.5,-0.5,-3,-4,-6,7,3
Cc1nc2ccccc2c(=O)n1-c1ccc(Br)cn1,i,-1,-0.4,0.0,0,1,-5,6,5
O=C(Nc1ccc(Cl)cc1C(=O)c1ccccc1Cl)c1ccco1,i,0,-0.3,0.5,-2,-3,18,0,6
COC(=O)C1=C(c2ccc(F)cc2OCc2ccccc2)C[C@@H]2CC[C@H]1N2C(=O)NCCOc1ccccc1Cl,i,0,0.3,2.5,-10,1,27,6,2
N#CC(C#N)=C(C#N)c1ccc(Nc2ccccc2)cc1,·,4,-0.4,0.5,-3,-2,48,-54,4
COC(=O)CNC(=O)c1cn(CCC#N)nc1-c1ccc(F)cc1,i,-6,0.1,0.4,-2,-3,-9,15,-5
CC(C)c1ccc(-n2c(O)c(/C=N/NC(=O)c3ccccc3O)c(=O)[nH]c2=S)cc1,i,5,0.5,2.9,-3,-4,17,-22,-19
Cc1c(C=O)c2ccccc2n1Cc1cccc(F)c1,i,-13,0.2,0.8,-3,1,6,-20,7
N#Cc1ccc(NC(=O)CN2CCCC2)cc1Cl,i,-1,1.5,1.6,-4,4,3,-7,6
CCC(NC(=O)OC(C)(C)C)C(=O)Oc1cc(C)cc2oc(=O)c3c(c12)CCC3 (configuration not stated),i,6,-0.2,-0.3,-1,-2,-1,-3,-6
CC(=NCCc1ccccc1)c1c(O)[nH]c(=O)[nH]c1=O,i,-4,-0.2,-0.3,-2,3,-6,1,-7
CC(C)(C)c1ccc(S(=O)(=O)N2CC3CC(C2)c2cccc(=O)n2C3)cc1 (configuration not stated),i,0,0.3,2.0,-2,2,-6,8,4
CCOC(=O)c1c(C)n(CC(O)CN2CCOCC2)c2cc(Br)c(OC)cc12 (configuration not stated),i,-2,-0.7,0.1,-4,-6,1,8,7
CC[C@H]1CC2CN3CCc4c([nH]c5ccccc45)C(C(=O)OC)(C2)C13 (some centres not stated),i,2,-0.1,·,-8,0,16,2,0
CCOC(=O)[C@]12Cc3cc(C)ccc3[C@H]1N(Cc1ccccc1)C(=O)c1cc(OC)ccc12,i,-1,-0.3,0.9,-2,·,37,·,3
Cc1ccc(NC(=O)CSc2nnc([C@@H](N)Cc3c[nH]c4ccccc34)o2)c(C)c1,i,-3,0.3,0.2,0,0,-7,-1,2
O=C1Nc2ccccc2/C1=C/c1cnc[nH]1,i,-1,-0.7,6.4*,-3,-4,-9,-12,-2
Cc1cc(Br)cn2c(CC(=O)N3CCCCC3)c(-c3ccc(F)cc3)nc12,i,-1,-0.8,-0.1,-3,·,3,·,0

# Overlap with the part before: 6 compounds, then new ones.
smiles,Neddylation inh,CSN inh,Tb MetRS inh,MsrA inh,MsrA act,Rin1-Abl PPI inh,FAS-TE inh,MLLE-PAM2 inh,E coli Lon inh
CCOC(=O)c1c(C)n(CC(O)CN2CCOCC2)c2cc(Br)c(OC)cc12 (configuration not stated),i,-2,-0.7,0.1,-4,-6,1,8,7
CC[C@H]1CC2CN3CCc4c([nH]c5ccccc45)C(C(=O)OC)(C2)C13 (some centres not stated),i,2,-0.1,·,-8,0,16,2,0
CCOC(=O)[C@]12Cc3cc(C)ccc3[C@H]1N(Cc1ccccc1)C(=O)c1cc(OC)ccc12,i,-1,-0.3,0.9,-2,·,37,·,3
Cc1ccc(NC(=O)CSc2nnc([C@@H](N)Cc3c[nH]c4ccccc34)o2)c(C)c1,i,-3,0.3,0.2,0,0,-7,-1,2
O=C1Nc2ccccc2/C1=C/c1cnc[nH]1,i,-1,-0.7,6.4*,-3,-4,-9,-12,-2
Cc1cc(Br)cn2c(CC(=O)N3CCCCC3)c(-c3ccc(F)cc3)nc12,i,-1,-0.8,-0.1,-3,·,3,·,0
O=C1NC(=O)C(CCOc2ccccc2)(CCc2ccccc2)C(=O)N1,i,-1,-0.3,1.2,-4,2,-2,-16,-21
Cc1ccc(-c2nc3ccc(C)cn3c2CC(=O)N(C)C)cc1,i,-4,-0.6,-0.3,-1,4,-4,11,-5
Cc1cccc(-c2nc3ccccc3c(=O)n2-n2cccc2)c1,i,-2,-0.5,-0.7,-1,2,0,-2,-5
COc1c(C=C2C(=O)NC(=O)NC2=O)c(CCN(C)C(=O)c2ccccc2)cc2c1OCO2,i,2,0.2,1.0,0,4,-3,14,-8
O=C1NC(=O)N(Cc2ccco2)C(=O)/C1=C/c1ccc(-c2cccc([N+](=O)[O-])c2)o1,i,34,0.2,·,-12,-2,2,0,-13
CC(=O)OC(C)(C)/C=C/C(=O)C(C)(O)C1[C@H](O)C[C@@]2(C)C3CC=C4C(CC[C@@H](O)C4(C)C)[C@]3(CO)C(=O)C[C@]12C (some centres not stated),i,6,-0.3,-0.5,1,1,-3,-1,-10
OC1/C(=C/c2ccc(F)cc2)N2CCC1CC2 (configuration not stated),i,4,0.2,0.2,-6,3,-9,14,-1
O=C(O)c1cc(Oc2ccc(C(F)(F)F)cc2Cl)ccc1[N+](=O)[O-],i,1,-0.6,0.7,1,2,-6,-12,-4
O=C1Nc2ccccc2C1Cc1nc2ccccc2c(=O)n1-c1ccccc1 (configuration not stated),i,-1,9.1*,-0.1,-3,0,3,-5,-1
CC(=O)OC1CC(OC2C(O)CC(OC3C(O)CC(OC4CCC5(C)C(CCC6C5CCC5(C)C(C7=CC(=O)OC7)CCC65O)C4)OC3C)OC2C)OC(C)C1OC1OC(CO)C(O)C(O)C1O (configuration not stated),i,-1,-0.6,-0.5,-4,2,-6,-10,0
CN1CCN(Cc2nnc3n2-c2ccc(Cl)cc2C(c2ccccc2)=NC3)CC1,i,3,0.3,0.4,-4,-1,-13,-4,9
OC(c1ccccc1)(c1ccccc1)c1ccncc1,i,1,-0.5,-0.1,-3,2,-5,7,-2
CCCn1c(C)c(C(=O)c2cccc3ccccc23)c2ccccc21,i,0,-1.7,-0.3,-7,-2,30,3,7
Cc1cccc(-n2c(-c3ccco3)nc3ccccc3c2=O)c1C,i,-1,-0.7,2.2,-5,1,-5,13,4
Cc1ccc(C)c(OCC(=O)N2CCCN(C)CC2)c1,i,-7,-0.5,-0.6,-3,-3,-9,13,2
CC(O)(CS(=O)(=O)c1cccc(C(F)(F)F)c1)C(=O)Nc1ccc(C(F)(F)F)cc1 (configuration not stated),i,3,-1.2,0.1,-5,3,36,5,4
COC(=O)c1ccccc1OP1(=O)COc2ccccc2OC1,i,-4,0.2,0.2,0,-1,-4,-3,5
Cn1c(O)c(/C=N/c2ccccn2)c(=O)n(C)c1=O,i,5,-0.4,1.2,-3,-1,-6,3,3
COc1ccc(CN2Cc3cnnn3-c3ccccc3C2C#N)cc1 (configuration not stated),i,0,0.2,0.1,2,0,14,28,7
Cc1ccc(S(=O)(=O)N(C)C/N=C(\N)N[N+](=O)[O-])cc1,i,-11,-0.1,-0.2,-3,2,-4,4,2
CN(C)C(=O)CSc1nnc([C@@H](N)Cc2ccccc2)o1,i,12,-1.0,-0.5,-5,-1,0,-6,4
CC(C)(C)C(=O)OCC12CCC(O1)C1(C)C(=O)OCC21 (configuration not stated),i,-3,-0.4,0.3,-2,0,-9,10,2
COc1ccc(C(=O)Cn2c(NCCCl)nc3ccccc32)cc1,i,-1,0.1,-1.2,-2,0,-4,8,-16
O=C(NC(=S)N1C[C@H]2C[C@H](C1)c1cccc(=O)n1C2)c1ccc(F)cc1,i,0,-0.5,-0.1,-2,2,1,16,10
CC1=CC2OC3CC4OC(=O)C=CC=CC(=O)OCCC(C)C(O)C(=O)OCC2(CC1)C4(C)C31CO1 (configuration not stated),i,-5,-0.4,0.7,-4,5,-7,3,-14
CN(C)C1CCc2[nH]c3c(F)cc(F)cc3c2C1 (configuration not stated),i,-1,0.0,-0.6,-3,-1,-5,4,-1
COc1cccc(-c2nn(Cc3ccccc3)cc2C(=O)O)c1,i,2,0.3,-1.6,-1,1,-6,-2,6
CC#CP(=O)(OC)C(O)(CF)c1ccccc1 (configuration not stated),i,1,-0.1,0.1,-4,1,-8,10,8
Nc1ccncc1,i,0,-1.3,-1.0,-4,-3,-1,-9,-4
CCCCC1(CC)COP(=O)(OCC(Cl)(Cl)Cl)OC1 (configuration not stated),i,4,-0.1,-1.1,-7,2,0,0,11
C[C@@H]1CC[C@@]2(NC1)O[C@H]1C[C@H]3[C@@H]4CC=C5C[C@@H](O)CC[C@]5(C)[C@H]4CC[C@]3(C)[C@H]1[C@@H]2C,i,6,-0.3,·,-1,2,-1,2,-5
O=S(=O)(NC1CCCC1)OCC(Cl)(Cl)Cl,i,-2,-0.6,0.2,-3,2,-9,-7,2
O=P(c1ccccc1)(c1ccccc1)N1CCCCC1,i,5,-0.5,-0.7,2,-4,-7,-2,-6
CCCn1c(C(=O)c2ccccc2)nc2ccccc21,i,-8,-0.1,0.3,-4,0,9,4,-5
C[C@]12CCC(=O)C=C1CC[C@@H]1[C@@H]2CC[C@@]2(C)[C@H]1CC[C@]2(C)O,i,-3,0.4,1.2,1,-1,5,-8,-8
COCc1cc(OC(=O)N(C)C)nc(-c2ccc(C)c(Cl)c2)n1,i,3,-0.1,1.9,-1,0,12,6,-9
Cc1ccc(OCC(=O)N2CCN(C3CCC(c4ccccc4)CC3)CC2)cc1 (configuration not stated),i,0,-1.5,-0.1,-16,4,11,-4,1
COC(=O)[C@@]1(Sc2ccc(C)cc2)CC(=O)N(P(=O)(OC)OC)[C@@H]1c1ccccc1,i,-2,0.0,-0.8,-1,·,-1,·,-3
Cn1c(=O)c2nncnc2n(C)c1=O,i,-13,-0.8,-1.2,1,-4,-11,1,-2
CCCCCCCCCCOC(=O)CCN1CC1,i,1,-0.2,·,-5,1,-3,6,1

# Screens (PubChem BioAssay)

# These rows are one share of the data, so the mix of outcomes need not match the whole.
